RXFP1 ag – activates the human relaxin receptor RXFP1; HEK293T-RXFP1 cAMP TR-FRET, 30 min; response scale: percent of porcine relaxin response, buffer zero; Potency, µM (top dose mostly 57.5 µM), for the others: at the highest dose activation, actives largely listed as activators; actives 0.3% (n = 370,000); also: % is scaled to controls: 0 for no effect and ±100 for the full control effect; nearly all actives have a fitted effect of over 60% in size; many of its hits are not listed in these tables
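HEK293T cells stably expressing RXFP1 were pretreated with the PDE4 inhibitor Ro 20174, exposed to compounds for 30 min at 37C, lysed, and cAMP was read by TR-FRET. Data normalized to buffer (basal) and 29 nM porcine relaxin (100%).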
Vif-A3G inh – Vif-A3G binding inhibition; HeLa A3G-eYFP + Vif (tagged APOBEC3G with the HIV-1 protein that degrades it), YFP fluorescence, overnight; Potency, µM (series often up to 46.1 µM), inactives show top-dose activity, negative = active, usual class: inhibitors; actives 0.076% (n = 410,000);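 also: % is scaled to controls: 0 for no effect and ±100 for the full control effect; nearly all actives have a fitted effect of over 60% in size; hits raise eYFP signal because A3G escapes Vif-driven loss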
Target sequence (Q9HC16 whole entry, looked up): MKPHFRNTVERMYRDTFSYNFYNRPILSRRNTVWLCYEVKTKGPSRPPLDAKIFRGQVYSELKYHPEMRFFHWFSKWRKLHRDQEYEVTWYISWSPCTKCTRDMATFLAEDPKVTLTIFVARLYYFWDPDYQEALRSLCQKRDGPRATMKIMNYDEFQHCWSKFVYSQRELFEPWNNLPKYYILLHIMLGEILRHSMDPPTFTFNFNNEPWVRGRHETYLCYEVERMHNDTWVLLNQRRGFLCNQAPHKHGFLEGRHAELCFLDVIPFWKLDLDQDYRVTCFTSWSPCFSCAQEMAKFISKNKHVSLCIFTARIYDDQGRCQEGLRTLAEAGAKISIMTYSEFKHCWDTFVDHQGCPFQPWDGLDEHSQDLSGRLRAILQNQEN
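HeLa cells stably expressing Vif and C-terminally eYFP-tagged A3G, seeded overnight at 37 deg C, then exposed to compound by pintool overnight at 37 deg C. Rise in yellow fluorescence (Ex 488/Em 500-530, Acumen) marks blocked Vif-driven A3G degradation.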
USP1 inh – blocks the human USP1/UAF1 deubiquitinase complex | O94782 | recombinant USP1/UAF1, Ub-Rhodamine cleavage fluorescence | Potency, µM (top dose mostly 57.1 µM), for the others: top-dose activity change, negative = inhibition, most hits filed as inhibitors | actives 0.23% (n = 390,000) | AID 743255; also: % is scaled to controls: 0 for no effect and ±100 for the full control effect; nearly all actives have a fitted effect of over 60% in size; inactives centre near -12
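1 nM enzyme complex + cpd, 15 min RT; start with Ub-Rho 150nM final; kinetic fluorescence ex 480/em 540, 6 reads q60 s. Buffer 50mM HEPES pH 7.8, 0.5mM EDTA, 0.1 mg/ml BSA, 1mM TCEP, 0.01% Tween-20.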
mIDH1 inhibitor – blocks human mutant IDH1 R132H enzyme | Potency, µM (top dose mostly 76.6 µM), without a hit: at the highest dose activity change, negative = inhibition, actives largely listed as inhibitors | IDH1-R132H enzyme, NADPH consumption, diaphorase/resazurin fluorescence | actives 0.093% (n = 390,000) | AID 602179; also: % is scaled to controls: 0 for no effect and ±100 for the full control effect; nearly all actives have a fitted effect of over 65% in size
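IDH1-R132H (0.5 ug/mL) preincubated 30 min with compound, then NADPH (0.016 mM) and alpha-KG (2 mM) added; 80 min at RT, pH 7.5. Remaining NADPH coupled via diaphorase/resazurin to fluorescence (540/590 nm); concentration-response curves normalized to no-enzyme control.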
12-LOX inh – blocks human arachidonate 12S-lipoxygenase. purified 12hLO, xylenol orange hydroperoxide absorbance. P18054. actives 1.1% (n = 580,000). Potency, µM (series often up to 108 µM), for inactives: at the top dose activity change, negative = inhibition, most hits filed as inhibitors. AID 1671190; also: % is scaled to controls: 0 for no effect and ±100 for the full control effect
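Hydroperoxide product was detected by ferrous iron/xylenol orange as the 573 to 405 nm absorbance ratio. Arachidonic acid at 40 uM (final) was turned over for 30 min at room temperature by 150 nM human 12hLO, pH 7.0 Hepes buffer, after 15 min compound preincubation.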
RGS4 inhibitor – human RGS4 inhibition | P49798 | AID 504845 | actives 0.039% (n = 390,000) | Potency, µM (titrated, usually from 114 µM), for the others: at the highest dose activity change, negative = inhibition, most hits filed as inhibitors | Transcreener GDP fluorescence polarization, RGS4-accelerated GTP hydrolysis; also: % is scaled to controls: 0 for no effect and ±100 for the full control effect; nearly all actives have a fitted effect of over 75% in size; some results filed as inactive show a strong effect at the top dose
Target sequence (P49798 whole entry, looked up): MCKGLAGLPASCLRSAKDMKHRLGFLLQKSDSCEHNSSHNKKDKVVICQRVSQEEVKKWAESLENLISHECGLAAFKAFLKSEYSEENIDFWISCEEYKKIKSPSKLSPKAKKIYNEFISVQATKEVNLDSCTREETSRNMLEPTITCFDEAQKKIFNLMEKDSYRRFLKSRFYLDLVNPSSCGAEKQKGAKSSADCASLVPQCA
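MLSMR compounds (23 nl, pin-transferred) preincubated 10 min at room temperature with a 500nM (2x) first reagent, then RGS4 at 900nM (2x) plus Transcreener GDP mix added; fluorescence polarization (620/688 nm) read before and after 90 min at 30 °C.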
TrxR1 inh – blocks rat thioredoxin reductase 1 | AID 588453 | recombinant rTrxR1, NADPH fluorescence consumption, selenite substrate | actives 1% (n = 390,000) | Potency, µM (top dose mostly 114 µM), without a hit: at the highest dose activity change, negative = inhibition, actives largely listed as inhibitors; also: % is scaled to controls: 0 for no effect and ±100 for the full control effect; nearly all actives have a fitted effect of over 65% in size
Target sequence (O89049 whole entry, looked up): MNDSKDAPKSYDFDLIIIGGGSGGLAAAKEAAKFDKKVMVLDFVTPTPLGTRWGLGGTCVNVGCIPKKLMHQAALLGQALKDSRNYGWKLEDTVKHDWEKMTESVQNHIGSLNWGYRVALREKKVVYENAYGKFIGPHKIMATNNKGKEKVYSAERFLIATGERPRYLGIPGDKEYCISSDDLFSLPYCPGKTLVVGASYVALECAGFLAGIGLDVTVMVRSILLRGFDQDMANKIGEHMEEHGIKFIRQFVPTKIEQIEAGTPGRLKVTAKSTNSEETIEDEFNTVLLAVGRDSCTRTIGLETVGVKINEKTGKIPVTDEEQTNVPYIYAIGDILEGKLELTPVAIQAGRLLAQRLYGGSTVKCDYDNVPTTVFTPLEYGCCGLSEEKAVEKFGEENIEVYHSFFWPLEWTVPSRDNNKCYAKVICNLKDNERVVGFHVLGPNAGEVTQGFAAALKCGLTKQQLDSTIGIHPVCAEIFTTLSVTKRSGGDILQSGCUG
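Rat TrxR1 (90 nM in the dispensed reagent) was pre-reduced with 400 uM NADPH for 5 min at room temperature, then incubated with compound for 15 min. After 400 uM selenite was added, NADPH fluorescence (Ex 340/Em 450 nm) was followed for 8 min.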
Vif-A3F inh – Vif-A3F binding inhibition; actives 0.2% (n = 390,000); Potency, µM (top dose mostly 46.1 µM), without a hit: top-dose activity, negative = active; AID 602313; HeLa A3F-eYFP + Vif (tagged APOBEC3F with the HIV-1 protein that degrades it), YFP fluorescence increase; also: % of control where 0% means no effect; nearly all actives have a fitted effect of over 65% in size
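Fluorescence increase (Ex 488/Em 500-530) after overnight compound treatment at 37 deg C flags inhibition of Vif-driven A3F-eYFP loss in stable HeLa A3F-eYFP/Vif cells seeded overnight beforehand.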
TrxR1 substrate – substrates of rat thioredoxin reductase 1 | actives 0.01% (n = 390,000) | O89049 | purified TrxR1 substrate turnover, NADPH consumption readout | Potency, µM (doses to about 114 µM), inactives show top-dose activity change, negative = substrate turnover | AID 588456; also: % is scaled to controls: 0 for no effect and ±100 for the full control effect; nearly all actives have a fitted effect of over 50% in size
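Rat TrxR1, dispensed at 90 nM, was prereduced with 400 uM NADPH (final) for 5 min at ~22 deg C, then incubated with compound 15 min before 400 uM selenite. A first-read NADPH fluorescence drop versus no-compound background flagged substrates.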
* = called active by the depositor; ? = inconclusive; . = not tested or not shown; & = joins results of further samples; [ ] = dose if it differs, or a comment. Calls follow the shape of the dose curve; as a rule, active = well fitted curve in the direction sought with a large enough effect; inconclusive = small, poorly fitted or top-dose-only effect, or another doubt; inactive = no such curve, though single readings can be large; an effect the other way counts as inactive or inconclusive. Potency is read from the fitted curve at half-maximal effect. Only part of the results is shown; rates above refer to the full screens.

The line under a structure holds: Vif-A3G inh	Vif-A3F inh	TrxR1 substrate	mIDH1 inhibitor	RXFP1 ag	USP1 inh	TrxR1 inh	12-LOX inh	RGS4 inhibitor
- Cc1c(C(=O)Oc2cccc3cccnc23)cccc1[N+](=O)[O-]
    -3%	11%	2%	8%	2.7%	-2%	9%[57.1 µM]	-14%	8%
- Cc1c(C(=O)NCCN2CCOCC2)oc2ccc(S(=O)(=O)N3CCCCCC3)cc12
    1%	-1%	9%[57.1 µM]	-14%	-1.3%	-17%	-4%[57.1 µM]	-5%	-9%
- CCOC(=O)N1CCN(C(=O)c2ccccc2NC(=O)COc2ccccc2)CC1
    5%	11%	4%	0%	2.9%	-14%	12%	12%	1%
- Cc1cc(C(=O)OCC(=O)N2CC(C)OC(C)C2)c(C)n1-c1ccccc1 (stereo not given)
    -3%	4%	2%	-1%	0.1%	-9%	7%	0%	-2%
- O=S(=O)(c1cc(Cl)cc(Cl)c1)N1CCCC1c1nc2ccccc2s1 (stereo not given)
    0%	-6%	7%	3%	0.0%	-14%	20%	-24%	-6%
- Cc1ccccc1CSCC(=O)Nc1c(C)n(C)n(-c2ccccc2)c1=O
    1%	-2%	-4%	5%	1.4%	-11%	6%	-22%	-16%
- Cc1cccc(N2C(=O)CC(N(C(=O)c3ccco3)c3cccc(C)c3)C2=O)c1 (stereo not given)
    -2%	1%	-1%	5%	-0.5%	-16%	7%	8%	-13%
- NC(=O)COC(=O)C1c2ccccc2Oc2ccccc21
    -10%	-3%	0%	4%	4.5%	-10%	17%	8%	-1%[56.9 µM]
- COc1cccc(Oc2cn[nH]c2-c2ccc(O)cc2O)c1
    0%	4%	3%	13%	1.2%	-10%	22%	?	-9%
- C1CNCCOCCNCCN1
    2%	-5%	-3%	7%	-5.8%	-17%	-17%	-11%	-20%
- Cc1cc(=O)oc2cc(OCc3ccc(C(=O)N4CCN(c5ccc([N+](=O)[O-])cc5)CC4)cc3)ccc12
    -6%	-9%	3%	-14%	5.1%	-3%	13%	-3%	3%
- COc1ccc(C(=O)N2CC3(CC(c4cccc([N+](=O)[O-])c4)=NO3)C[C@H]2C(=O)NCC(N)=O)cc1 (stereo not given in full)
    1%	8%	4%[57.1 µM]	-5%	3.0%	-24%	13%	?	6%
- O=C(COc1ccc(-n2cnnn2)cc1)Nc1cc(Cl)cc(Cl)c1
    -13%	-14%	-3%	3%	0.5%	-5%	4%	.	7%
- CCOc1ccc(Br)cc1S(=O)(=O)NCC(c1ccc(OC)cc1)N1CCOCC1 (stereo not given)
    0%	1%	1%	-6%	.	-9%	18%	6%	1%
- COc1cc(OC)cc(C(=O)NCC2CCCN(Cc3ccc(SC)cc3)C2)c1 (stereo not given)
    3%	-11%	-3%	-1%	-1.0%	-11%	12%	-15%	32%
- Cc1ccc(S(=O)(=O)n2nc(-c3ccc(Cl)cc3)nc2NCc2ccco2)cc1
    -3%	4%	3%	4%	2.8%	-14%	-3%	13µM*	-34%
- Cc1oc(/N=C/c2cccc3ccccc23)c(C#N)c1C
    2%	-7%	3%	12%	0.1%	-20%	?	?	?
- CSc1nnc(-c2ccncc2)n1CCCN1CCCC1=O
    4%	2%	5%	2%	2.0%	4%	14%	16µM*	1%
- O=C(Cc1ccsc1)NNC(=O)c1ccccc1Cl
    -1%	-4%	0%[57.1 µM]	-12%	1.2%	-8%	-2%[57.1 µM]	-36%	5%
- COc1ccc(C(C(=O)NC2CCCCC2)N(C(=O)Cc2c[nH]c3ccccc23)c2ccc(NC(C)=O)cc2)cc1OC (stereo not given)
    0%	6%	-7%	-7%	-1.6%	-3%	-8%	-20%	11%
- Nc1ccc2c(c1)C/C(=C/c1ccco1)C2=O
    -9%	-15%	-5%	1%	6.0%	-25%	56µM*	?	-53%
- Cc1ccc(Cl)cc1NC(=S)N(CCN(C)C)C(C)c1ccccn1 (stereo not given)
    -1%	-9%	3%	5%	3.5%	-21%	4%	28%	-22%
- O=C(OCC#CCSc1nnc(-c2cccc3ccccc23)o1)c1cccc2[nH]ccc12
    -14%	1%	63%[activator][57.1 µM]	.	1.8%	.	14%[57.1 µM]	0%	-4%
- CCC(CC)N1CCN(C(=O)c2cccc(Cl)c2)CC1
    2%	-12%	-11%	-8%	0.9%	-8%	-3%	-15%	15%
- Cn1nnnc1SCC(=O)Nc1cc(S(=O)(=O)N2CCCC2)ccc1Cl
    4%	-1%	7%[57.1 µM]	4%	25%	-26%	12%[57.1 µM]	0%	10%
- O=C(O)CC(Cc1ccccc1)C(=O)Nc1ccc([N+](=O)[O-])cc1 (stereo not given)
    -12%	-8%	-22%	3%	6.6%	-6%	-22%	-14%	-15%
- COc1ccc(CC(=O)NC(C)(C)CC(C)=O)cc1OC
    0%	-8%	12%[57.1 µM]	-6%	4.7%	-3%	37%[57.1 µM]	1%	-32%
- COc1ccccc1/C=N/NC(=O)c1cccc2ccccc12
    -9%	-18%	-12%	7%	1.1%	-15%	14%[57.1 µM]	3%	?
- COc1cc(/C=C2\SC(c3ccc(C)cc3)=NC2=O)ccc1O
    0%	12%	0%	2%	-3.1%	-11%	?	6.3µM*	?
- Cc1ccnn1CCC(=O)N1CCCC(Nc2ccc(C(C)C)cc2)C1 (stereo not given)
    3%	-2%	.	7%	.	-4%	.	4%	.
- CSc1cc(-c2ccc(Cl)cc2)c(C(=O)N2CCCC2)s1
    -5%	-6%	10%[57.1 µM]	2%	-0.1%	-19%	12%[57.1 µM]	75%[activator]	?
- CC12CCC(C(=O)Nc3cccc(Cl)c3)(C(Br)C1=O)C2(C)C (stereo not given)
    1%	-3%	-13%	-1%	-0.9%	0%	-4%	-21%	0%
- O=C(CN1C(=O)COc2ccccc21)N1CCN(c2ccccc2F)CC1
    0%	-1%	3%	4%	0.3%	-9%	17%	4%	19%
- COc1cc(CC(=O)Nc2sc3c(c2C(N)=O)CCCC3)cc(OC)c1OC
    -3%	-16%	10%	0%	11%	-4%	12%	4%	-17%
- O=C1CC2C(CCC23OCCO3)c2ccc3ccccc3c21 (stereo not given)
    -2%	13%	-10%	7%	.	-8%	-11%	19%	13%
- CCN1C(=O)c2c(C)nc3ccccc3c2C1=O
    -3%	-21%	-3%	4%	3.6%	-7%	16%	1%	-28%
- CC1CCCC(C)N1/N=C/c1ccc(N(C)C)cc1 (stereo not given)
    -5%	-45%	-5%	0%	3.5%	-22%	4%[57.1 µM]	-21%	-10%
- Cc1ccc(-n2nc3c(=O)n(CCCC(=O)NCc4ccccc4F)nc(C)c3c2C)cc1
    1%&2%	-14%&-3%	-1%&6%	-10%&22%	1.5%&3.8%	-10%&-3%	15%&26%	-3%&-14%	16%&2%
- C=CCC1c2cccc(C(=O)O)c2C(=O)N1c1ccc(Cl)cc1 (stereo not given)
    -1%	0%	-3%	15%	-0.1%	4%	0%	0%	17%
- CCN(CC)C(=O)c1sc2c(c1C)c(=O)n(-c1ccc(Cl)c(Cl)c1)c(=O)n2Cc1ccccc1C#N
    -1%	3%	-12%[57.1 µM]	-10%	-0.9%	10%	-3%[57.1 µM]	?	23%

Record cards, as listed above. Screens in order: Vif-A3G inh | Vif-A3F inh | TrxR1 substrate | mIDH1 inhibitor | RXFP1 ag | USP1 inh | TrxR1 inh | 12-LOX inh | RGS4 inhibitor
CSc1nnc(-c2ccncc2)n1CCCN1CCCC1=O across the screens: 4% | 2% | 5% | 2% | 2.0% | 4% | 14% | 16µM* | 1%
O=C(OCC#CCSc1nnc(-c2cccc3ccccc23)o1)c1cccc2[nH]ccc12 across the screens: -14% | 1% | 63%[activator][57.1 µM] | . | 1.8% | . | 14%[57.1 µM] | 0% | -4%
O=C1CC2C(CCC23OCCO3)c2ccc3ccccc3c21 (stereo not given) across the screens: -2% | 13% | -10% | 7% | . | -8% | -11% | 19% | 13%

Next entries.
The line under a structure holds: Vif-A3G inh	Vif-A3F inh	TrxR1 substrate	mIDH1 inhibitor	RXFP1 ag	USP1 inh	TrxR1 inh	12-LOX inh	RGS4 inhibitor
- N#C/C(=C(/O)COC(=O)CSc1ccc(Cl)cc1)c1nc2ccccc2[nH]1
    -2%	-13%	-5%	-3%	-0.4%	-1%	-10%	-14%	21%
- COC(=O)c1cc2occc2n1CC(=O)Nc1ccc(C(C)C)cc1
    2%	-12%	1%	0%	-1.2%	-23%	8%	-15%	48%
- COc1ccc(CNC(=O)COC(=O)c2c(NC(C)=O)sc(C)c2C)cc1
    -4%	1%	6%	0%	2.6%	-11%	3%	395%[activator]	4%
- O=[N+]([O-])c1cc(-c2nc(-c3ccccc3)no2)ccc1NCc1ccco1
    ?	?	-4%	4%	-4.7%	-24%	18%	-16%	13%
- Oc1[nH]c2ccccc2c1N=Nc1cccc(Cl)c1
    -7%	?	-1%	5%	-4.4%	-25%	20%	0%	6%
- CCCN(CCC)S(=O)(=O)c1ccc2c(c1)CCCN2C(C)=O
    1%	1%	-5%	6%	0.4%	-11%	-3%	-50%	-48%
- CC(C)(C)NC(=O)CN(Cc1cccs1)C(=O)CN1C(=O)C(=O)c2ccccc21
    0%	0%	-5%	-2%	1.4%	-1%	17%	-10%	21%

High-throughput results: PubChem, National Center for Advancing Translational Sciences (NCATS)
